High-throughput results (PubChem)
Spn DPM-DC inh – S. pneumoniae DPM-DC inhibition. purified DPM-DC, PK/LDH coupled NADH fluorescence. AID 556. calls only at 10 µM. 0.49% of 65,000 active;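 active = the 320 compounds with the highest percent inhibition in the single-dose primary screen, excluding strongly autofluorescent ones, cut at about 32% in these data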;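 note: kinetic rate of NADH fluorescence loss reporting ADP formed by the decarboxylase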
HPDE-C7 viability – HPDE-C7 pancreatic duct cell viability loss – fluorescence, HTS (AID 430) | HPDE-C7 pancreatic duct cells viability, fluorescence; higher % means a stronger effect | cytotoxicity, % at 10 µM, or EC50 in µM where a hit was titrated | 1.8% of 63,000 active;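 note: cells exposed to compound for 48 hours before viability readout; 0% = vehicle and 100% = reference cytotoxic drug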
HPDE-C7K KRASV12 – cytotoxicity in KRAS-transformed pancreatic duct cells, primary screen, cell-based, fluorescence, HTS (AID 431) | 1.7% of 63,000 active | HPDE-C7K KRASV12 cells, Alamar Blue viability, 48 h; higher % means a stronger effect | cytotoxicity, % at 10 µM, or EC50 in µM where a hit was titrated;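 active = compounds whose percent cytotoxicity in the single-dose primary screen, scaled between solvent and toxic-drug controls, exceeds 50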;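 note: 0% = DMSO solvent wells and 100% = doxorubicin-treated wells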
Bfl-1 displacement – displacement of Bid BH3 peptide from Bfl-1 – biochemical, fluorescence polarization, FITC-Bid, mouse, primary screen (AID 432) | 0.02% of 64,000 active | displacement, % at 20 µM, or IC50 in µM where a hit was titrated | FITC-Bid BH3 peptide fluorescence polarization displacement; higher % means a stronger effect; in the data active = a potency from the dose series; inactive = the rest, 99 in 100 with displacement below about 15%; note: strong numbers were not always called active
PMK inhibit – S. pneumoniae PMK inhibition; purified PMK, PK/LDH-coupled NADH absorbance 340 nm; 0.49% of 65,000 active; inhibition, % at 10 µM; AID 539;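 active = top-ranked compounds by inhibition in the single 10 µM screen, taking a fixed number of the strongest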;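 note: 0% = full reaction with DMSO carrier and 100% = background rate without enzyme reaction; no value below 0 was filed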
HT1080 viability – HT1080 cell viability loss – fluorescence readout (AID 620). HT1080 viability, fluorescence; higher % means a stronger effect. one-dose cytotoxicity, % at 10 µM; EC50 in µM for titrated hits. 0.42% of 87,000 active;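 note: cells exposed to compound overnight then 4 h with Alamar Blue; 0% = vehicle DMSO and 100% = killing control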
TNAP inhibition – human TNAP enzyme inhibitors, biochemical, luminescent (AID 518); inhibition, % at 20 µM; hits with a dose series show IC50 in µM; purified TNAP enzyme, luminescent substrate readout; higher % means a stronger effect; 0.09% of 64,000 active; in the data active = a potency from the dose series; inactive = the rest, 99 in 100 with inhibition below about 22%;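 note: plate controls were vehicle for no effect and reference inhibitor for full effect; many of its hits are not listed in these tables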
LYP inhibition – LYP phosphatase inhibitors, primary screen, biochemical, DiFMUP fluorescence, recombinant catalytic domain, 10 µM (AID 606); recombinant LYP catalytic domain, DiFMUP fluorescence; higher % means a stronger effect; inhibition, % at 10 µM, or IC50 in µM where a hit was titrated; 52,000 tested, under 10 active;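 active = IC50 under 40 µM in the dose-response test; inactive = IC50 of 40 µM or more, or never dose-tested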
Spn MK inh – S. pneumoniae mevalonate kinase inhibition. purified MK, PK/LDH-coupled NADH absorbance 340 nm. inhibition, % at 10 µM. 0.48% of 65,000 active. AID 555;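 active = ranked among the strongest by inhibition in the single 10 µM screen, a fixed top-ranked set picked for dose follow-up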; note: no value below 0 was filed
PMK inhibit pilot replicates – further read-out of PMK inhibit, marked with its call; inhibition, %; measured here: pilot screen replicates
Spn MK inh pilot replicates – second read-out of Spn MK inh, no call of its own (marks repeat the call); inhibition, %; measured here: pilot screen replicates
Spn DPM-DC inh pilot screen % – also measured in Spn DPM-DC inh; calls as there; inhibition, %; measured here: pilot screen trials
Starred values were filed as active, the others as inactive; i = inactive; . = not tested or not shown. Cut-off read from the data, not from the text of the source, unless noted: active = cytotoxicity above about 50%; inactive = the rest.

SMILES | Spn DPM-DC inh | HPDE-C7 viability | HPDE-C7K KRASV12 | Bfl-1 displacement | PMK inhibit | HT1080 viability | TNAP inhibition | LYP inhibition | Spn MK inh | others
CCOc1ccccc1N1CCN(C(=O)c2cc[n+]([O-])cc2)CC1 | i | -8% | -2% | -8% | 16 | 2% | 1% | 3% | 10
Cc1ccc(CNC(=O)c2sccc2-n2cccc2)cc1 | i | -2% | 1% | 0% | 10 | 1% | 7% | 4% | 6
CN(C)CC(O)COc1ccc(C(C)(C)c2ccc(OCC(O)CN(C)C)cc2)cc1 (centres undefined) | i | 3% | -15% | -4% | 7 | 2% | 12% | 17% | 3
CCc1ccc(C(=O)CC2(O)C(=O)N(CN3CCOCC3)c3ccccc32)cc1 (centres undefined) | i | 7% | -10% | 4% | 8 | -42% | 14% | 15% | 0
CN1CCN(c2ccc(Cl)cc2NC(=O)c2cccc(S(=O)(=O)N(C)C)c2)CC1 | i | 4% | -9% | -6% | 19 | 0% | 6% | -6% | 0 | PMK inhibit pilot replicates=0.0;Spn MK inh pilot replicates=0.0;Spn DPM-DC inh pilot screen %=0.5
Cc1cccc(CSc2nnc(-c3ccccn3)n2N)c1 | i | -17% | -22% | -13% | 4 | -1% | 11% | 2% | 10
CCc1ccc2[nH]c(=O)c(CN(CCN(C)C)C(=O)Nc3ccccc3)cc2c1 | i | 8% | -5% | -5% | 7 | 15% | 17% | 7% | 9
CCC1(CC)Cc2ccccc2-c2nc(CN3CCOCC3)[nH]c(=O)c21 | i | -17% | -25% | 1% | 2 | -7% | -5% | . | 5
C1CCN=C(Nc2nc3c(s2)CCCC3)CC1 | i | -6% | -11% | -2% | 0 | -7% | 9% | 12% | 5 | PMK inhibit pilot replicates=1.0;Spn MK inh pilot replicates=2.5;Spn DPM-DC inh pilot screen %=1.0
O=C(CCN1CCN(CCO)CC1)Nc1ccc(OCc2ccccc2)cc1 | i | 22% | 16% | 3% | 8 | . | 5% | . | 5 | PMK inhibit pilot replicates=0.0;Spn MK inh pilot replicates=0.0;Spn DPM-DC inh pilot screen %=0.0
COc1ccc(N2CCN(C(=O)C(CCSC)N=C3NS(=O)(=O)c4ccccc43)CC2)cc1 (centres undefined) | i | -2% | -14% | -7% | 11 | 4% | 8% | -3% | 0
CN(Cc1ccccc1)c1nc2c(c(=O)[nH]c(=O)n2C)n1C | i | . | . | . | 12 | -4% | . | -3% | 10
CCc1ccccc1N(C(=O)c1cccs1)C1C=CS(=O)(=O)C1 (centres undefined) | i | -3% | -8% | -14% | 15 | 10% | 32% | 2% | 6
COc1ccc2c(c1)CCc1c(C(=O)N3CCOCC3)noc1-2 | i | 1% | -1% | -4% | 12 | -6% | 13% | -11% | 0
Cc1ccc(C(c2nnnn2C(C)(C)C)N(Cc2ccco2)Cc2cccs2)cc1 (centres undefined) | i | -11% | 2% | 4% | 13 | -8% | 2% | 4% | 0
O=C1c2ccccc2C(Nc2ccc3c(c2)OCO3)N1Cc1ccco1 (centres undefined) | i | -6% | -5% | 1% | 1 | -1% | 7% | 10% | 4
O=C(c1ccncc1)c1ccc(Br)cc1 | i | 3% | 1% | -7% | 0 | 3% | 17% | -11% | 0
Cc1ccc(-c2nc(CSCC(=O)N3CCOCC3)c(C)o2)cc1 | i | . | . | . | 6 | -13% | . | . | 8
CN=C1SC(C(=O)O)CC(=O)N1C (centres undefined) | i | -14% | -15% | -5% | 23 | 5% | 5% | 10% | 0
O=C(CSc1ccccn1)c1ccc(F)cc1 | i | 2% | 0% | -4% | 8 | 6% | 9% | 9% | 4
CC(=O)CCc1c(C)[nH]c2ccccc2c1=O | i | -20% | -2% | -5% | 6 | 5% | 7% | -11% | 5 | PMK inhibit pilot replicates=0.0;Spn MK inh pilot replicates=1.0;Spn DPM-DC inh pilot screen %=0.0
c1ccc(CCNC2=NCCCS2)cc1 | i | 10% | 7% | -2% | 11 | 2% | 10% | . | 1
CC(C)(C)OC(=O)N1CCC[C@H]1c1nnc(SCc2ccccc2F)o1 | i | -17% | -3% | -2% | 8 | 21% | 7% | 3% | 8
CC1=CC(C)(C)N2C(=O)C3(C(C#N)=C(N)Oc4cc(C)oc(=O)c43)c3cccc1c32 (centres undefined) | i | 1% | -4% | -6% | 2 | -8% | 27% | -2% | 1
COc1ccc(N2CCN(Cc3nc4c(c(=O)[nH]c(=O)n4C)n3CCCc3ccccc3)CC2)cc1 | i | -11% | -10% | 2% | 0 | 0% | 3% | 13% | 4
CCC(C)Nc1nc2c(c(=O)n(C)c(=O)n2C)n1Cc1ccc(F)cc1 (centres undefined) | i | -3% | -13% | -7% | 14 | 0% | 16% | 16% | 6 | PMK inhibit pilot replicates=0.0;Spn MK inh pilot replicates=0.0;Spn DPM-DC inh pilot screen %=0.0
O=C(Nc1cc(C(=O)N2CCCC2)ccc1N1CCCC1)c1ccccc1 | i | -4% | 0% | 4% | 9 | -3% | 6% | -18% | 11
COc1cc(C(=O)Nc2ccc(S(=O)(=O)N3CCCCC3C)cc2)cc(OC)c1OC (centres undefined) | i | -8% | 1% | -3% | 13 | 0% | 4% | -2% | 8
Cc1nnc(SCC(=O)Nc2ccc3c(c2)COC3=O)n1-c1ccccc1 | i | -4% | 3% | -8% | 0 | -4% | 2% | 2% | 5
CCSC1=C(C#N)C(c2cccc(O)c2)CC(=O)N1 (centres undefined) | i | -3% | -3% | -7% | 2 | 3% | 9% | 4% | 1
Cc1cc(NC(=O)C2=C(O)c3ccccc3S(=O)(=O)N2C)no1 | i | -7% | -4% | -12% | 7 | -3% | 8% | 22% | 10 | PMK inhibit pilot replicates=3.5;Spn MK inh pilot replicates=4.0;Spn DPM-DC inh pilot screen %=5.0
Cc1c(NC(=O)C2CCCN2C(=O)c2cccs2)c(=O)n(-c2ccccc2)n1C (centres undefined) | i | -8% | -4% | 3% | 15 | -5% | 1% | . | 0
CCOc1cc2[nH]c(=S)n(CCCCC(=O)NCc3ccco3)c(=O)c2cc1OCC | i | -2% | -2% | -5% | 9 | 8% | 7% | . | 8
CCN(C(=O)COC(=O)c1cnc(C)cn1)C1CCCCC1 | i | -5% | 0% | 2% | 8 | 5% | -2% | . | 1
CCN(CC)S(=O)(=O)c1cc(C(=O)Nc2ccccn2)ccc1C | i | -7% | 5% | 5% | 1 | -2% | 10% | -5% | 8
c1ccc2sc(SN3CCOCC3)nc2c1 | i | -18% | 3% | -4% | 12 | 5% | 6% | 13% | 15
Cn1c(SCc2cccnc2)nnc1-c1c[nH]c2ccccc12 | i | -11% | 0% | -3% | 0 | 3% | 0% | 21% | 5
CC(=O)N1CCN=C1SCc1ccccc1 | i | 3% | -5% | 1% | 8 | 4% | 9% | -2% | 0
CCOCCCNC(=O)CN1C(=O)C(CC)Oc2ccccc21 (centres undefined) | i | -17% | -10% | -5% | 19 | -4% | -3% | . | 0
CCOC(=O)C1CCCN(C(=O)c2cc(Cl)ccc2Cl)C1 (centres undefined) | i | -10% | -7% | 4% | 2 | 14% | 4% | 19% | .
Clc1ccc(-c2nnn(Cc3nc4ccccc4s3)n2)cc1 | i | -20% | -20% | 0% | 12 | -1% | 12% | . | 0
C=CCOC(=O)C1=C(C)NC(SC)=C(C#N)C1c1ccc(OCC)cc1 (centres undefined) | i | 18% | 14% | 4% | 5 | 23% | 12% | . | 2
COc1ccc2[nH]c(=O)c(CN(CCCN3CCOCC3)C(=O)NCc3ccccc3)cc2c1 | i | -10% | -15% | 2% | 14 | -15% | 3% | -21% | 7
Cc1cc(NC(=O)CSc2ccc(-c3nc4cc(C)c(C)cc4[nH]3)cn2)no1 | i | -18% | -7% | 2% | 0 | 3% | 7% | . | 7
COC(=O)c1c(-c2cccnc2)csc1NC(=O)c1cc(C)on1 | i | 5% | -3% | -18% | 7 | -5% | 6% | 4% | 7
CCOC(=O)C1=C(C)NC2=C(C(=O)CC(c3ccc(OC)c(OC)c3)C2)C1c1ccc(C)o1 (centres undefined) | i | -10% | -8% | -5% | 14 | -6% | 11% | 10% | 0
COC(=O)CSc1nnc(-c2cccs2)n1-c1ccc(Cl)cc1 | i | 3% | 5% | 2% | 9 | 2% | 6% | . | 10 | PMK inhibit pilot replicates=0.0;Spn MK inh pilot replicates=0.0;Spn DPM-DC inh pilot screen %=0.0
Cc1sc2nc(SCC(=O)NCc3ccco3)n(C)c(=O)c2c1C | i | 44% | 9% | -6% | 10 | -5% | 6% | -10% | 7
COc1ccc(NC(=O)c2c(SC)nsc2SC)cc1 | i | 2% | -6% | 3% | 16 | 1% | 7% | . | 6
O=C(c1ccco1)N1CCCSC1=Nc1ccccc1 | i | 4% | -2% | -2% | 6 | -4% | 12% | 7% | 7
(list continues)
SMILES | Spn DPM-DC inh | HPDE-C7 viability | HPDE-C7K KRASV12 | Bfl-1 displacement | PMK inhibit | HT1080 viability | TNAP inhibition | LYP inhibition | Spn MK inh | others
O=C(Nc1ncc2c(n1)CC(c1ccco1)CC2=O)c1ccc(Cl)cc1 (centres undefined) | i | -22% | -28% | -4% | 11 | 2% | 13% | 12% | 6
Cc1ccc(C)c(Cn2nnc3c(=O)[nH]c(C4CCCN(C(=O)CC(C)C)C4)nc32)c1 (centres undefined) | i | 6% | 6% | -5% | 10 | -14% | 9% | . | 4
O=c1cc(-c2ccccc2)nc(N2CCN(Cc3ccccc3)CC2)[nH]1 | i | -8% | -1% | -8% | 8 | -1% | 0% | 16% | 11
c1ccc(C2=NCCCN2)cc1 | i | 0% | 9% | -3% | 12 | 0% | 7% | -5% | 7
O=C(CCN1C(=O)c2ccncc2C1=O)Nc1ccc2c(c1)OCCO2 | i | -19% | -17% | -17% | 14 | 5% | -5% | 8% | 7
Cc1c(NC(=O)c2nn(C)c(=O)c3ccccc23)c(=O)n(-c2ccccc2)n1C | i | 0% | -2% | 1% | 7 | 4% | 11% | 2% | 5 | PMK inhibit pilot replicates=0.0;Spn MK inh pilot replicates=0.0;Spn DPM-DC inh pilot screen %=0.0
NC(=O)c1ccc(F)cc1 | i | -14% | -7% | -1% | 13 | -2% | 6% | 2% | 5

Three entries picked at random from the list so far, as already listed:
SMILES | Spn DPM-DC inh | HPDE-C7 viability | HPDE-C7K KRASV12 | Bfl-1 displacement | PMK inhibit | HT1080 viability | TNAP inhibition | LYP inhibition | Spn MK inh | others
O=C(CCN1C(=O)c2ccncc2C1=O)Nc1ccc2c(c1)OCCO2 | i | -19% | -17% | -17% | 14 | 5% | -5% | 8% | 7
Cc1ccc(C)c(Cn2nnc3c(=O)[nH]c(C4CCCN(C(=O)CC(C)C)C4)nc32)c1 (centres undefined) | i | 6% | 6% | -5% | 10 | -14% | 9% | . | 4
O=C(Nc1ncc2c(n1)CC(c1ccco1)CC2=O)c1ccc(Cl)cc1 (centres undefined) | i | -22% | -28% | -4% | 11 | 2% | 13% | 12% | 6

Compounds as they come (roughly 3.5% active in at least one column).
